# Screening results deposited in PubChem BioAssay by several laboratories.
# TCR CD3 inh = human TCR-CD3 binding inhibition; actives 0.37% (n = 360,000); inhibition, % at 9.4 µM; TAMRA-labeled TCR probe fluorescence, biochemical; in the data active means inhibition above about 19%;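 further: recombinant mutant TCR 2C K166C tagged with TAMRA read by polarization; 0% = receptor in buffer alone and 100% = receptor with positive control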
# UHRF1 MBD2 ctr = UHRF1 methyl-DNA binding inhibition; inhibition, % at 4.4 µM; UHRF1 binding to methylated oligo, TR-FRET; actives 0.75% (n = 370,000); Q96T88; in the data active means inhibition above about 21%;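 further: UHRF1 SRA domain binding a hemimethylated CpG hairpin DNA probe; 0% = median of test compound wells and 100% = reference inhibitor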
# MBD2 inh = MBD2-methylated oligo binding inhibition. Q9UBB5. TR-FRET, MBD2 binding to methylated oligonucleotide. inhibition, % at 4.4 µM. actives 0.31% (n = 370,000); in the data active means inhibition above about 13%
# HTRA1 inhibitor = inhibitors of human serine peptidase HTRA1; Q92743; actives 0.5% (n = 340,000); recombinant HTRA1, FP-rhodamine activity-based probe, fluorescence polarization; inhibition, % at 5.96 µM; in the data active means inhibition above about 36%;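 further: 0% = enzyme with DMSO and 100% = wells lacking enzyme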
# GC-B act = GC-B (human) receptor activation; HEK293-GC-B cells, CNP EC30, cGMP TR-FRET; 0% at EC30 CNP, 100% saturating CNP; activation, % at 10 µM; actives 0.11% (n = 370,000); AID 1920062;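 active means activation at 10 µM reaching about 35% in either raw or pattern-adjusted values, limit read from the data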
# Target sequence (P20594 whole entry, looked up): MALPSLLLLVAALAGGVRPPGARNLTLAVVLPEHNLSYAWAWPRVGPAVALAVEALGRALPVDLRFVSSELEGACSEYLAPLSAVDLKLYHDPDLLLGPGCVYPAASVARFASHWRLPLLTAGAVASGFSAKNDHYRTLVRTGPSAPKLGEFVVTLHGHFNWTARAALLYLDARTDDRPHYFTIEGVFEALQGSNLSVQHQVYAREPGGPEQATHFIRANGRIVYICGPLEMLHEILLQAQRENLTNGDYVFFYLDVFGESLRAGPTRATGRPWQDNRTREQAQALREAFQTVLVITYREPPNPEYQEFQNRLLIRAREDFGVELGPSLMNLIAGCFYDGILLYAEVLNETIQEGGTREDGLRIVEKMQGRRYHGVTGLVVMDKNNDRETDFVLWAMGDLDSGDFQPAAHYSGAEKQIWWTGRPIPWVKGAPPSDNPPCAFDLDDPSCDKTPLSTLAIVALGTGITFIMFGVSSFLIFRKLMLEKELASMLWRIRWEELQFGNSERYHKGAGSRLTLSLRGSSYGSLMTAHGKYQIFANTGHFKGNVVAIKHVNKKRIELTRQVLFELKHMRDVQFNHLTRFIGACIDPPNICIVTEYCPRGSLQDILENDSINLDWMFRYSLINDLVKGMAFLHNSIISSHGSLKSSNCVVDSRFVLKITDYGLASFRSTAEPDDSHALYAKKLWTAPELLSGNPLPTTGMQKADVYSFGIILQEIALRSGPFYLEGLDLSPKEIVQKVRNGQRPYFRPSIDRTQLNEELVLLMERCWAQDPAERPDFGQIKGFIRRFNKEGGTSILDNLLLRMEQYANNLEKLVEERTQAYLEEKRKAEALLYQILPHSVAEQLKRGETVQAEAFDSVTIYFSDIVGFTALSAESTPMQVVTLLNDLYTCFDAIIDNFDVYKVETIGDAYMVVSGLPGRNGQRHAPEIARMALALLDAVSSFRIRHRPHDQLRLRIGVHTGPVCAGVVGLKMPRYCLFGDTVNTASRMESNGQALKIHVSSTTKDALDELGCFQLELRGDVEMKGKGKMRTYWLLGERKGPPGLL
# ABHD4 inh = ABHD4 (mouse) inhibition, primary FP screen | actives 0.54% (n = 370,000) | Q8VD66 | purified mABHD4, FP-Rh probe fluorescence polarization | inhibition, % at 8.92 µM;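 active means inhibition exceeding the mean over every tested compound plus 3 SD, cut at about 30% in these data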;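 further: 0% = plate median of compound wells and 100% = S159A mutant with DMSO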
#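 Test system: mouse ABHD4 enzyme, wild type. Reagent: FP-Rh fluorescent activity-based probe, added after compound pre-incubation. Timing: pre-incubation 45 min, probe exposure 60 min, at 25 °C. Technique: FP readout, ex 525 nm / em 598 nm. Benchmarks: high control S159A mutant with DMSO, low control median of compound wells.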
# SIAE primary = human SIAE inhibition, primary screen; inhibition, % at 9.66 µM; SIAE FP-Rh probe binding, fluorescence polarization; actives 0.69% (n = 370,000);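 active means inhibition above a cutoff: mean of compounds within the control limits plus 3 SD of those, cut at about 17% in these data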;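 further: 0% = plate median of compound wells and 100% = probe without SIAE protein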
# GC-A act = GC-A (human) enzyme activation; HEK293 GC-A cells, cGMP TR-FRET, EC30 ANP; 0% at EC30 ANP, 100% saturating ANP; activation, % at 10 µM; actives 0.14% (n = 370,000); in the data active means activation above about 40%
# PRMT1 FP inh = inhibitors of human PRMT1. recombinant PRMT1, activity-based probe fluorescence polarization. inhibition, % at 2.79 µM. actives 1.3% (n = 370,000). AID 652257;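 active means inhibition above about 21% made by adding two undisclosed values, limit read from the data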
# rCAG RNA binder = molecules binding r(CAG) RNA repeats. r(CAG) RNA repeat, TO-PRO-1 dye displacement fluorescence. inhibition, % at 3 µM. actives 1.3% (n = 370,000). AID 651821;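 active means inhibition above the plate cutoff, the mean of all test compounds on that plate plus 3 SD, cut at about 35% in these data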;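 further: 0% = DMSO alone and 100% = 100 µM mitoxantrone as full dye displacement; higher means more dye released from RNA so lower well fluorescence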
# * = called active by the depositor; x = not tested or not shown. This is a subset. The share of hits here may be higher or lower than overall.
SMILES,TCR CD3 inh,UHRF1 MBD2 ctr,MBD2 inh,HTRA1 inhibitor,GC-B act,ABHD4 inh,SIAE primary,GC-A act,PRMT1 FP inh,rCAG RNA binder
O=C(NCCC(=O)N1CCc2ccccc21)c1ccccc1Cl,-4,2,3,-7,1,3,0,-7,2,-2
CCc1ccc(NC(=O)c2cc(-c3ccc(F)cc3)on2)cc1,3,-2,2,-2,2,-4,2,6,-3,0
CCOc1ccccc1C(=O)NCC(=O)NCC(c1ccc(OC)cc1)N1CCOCC1 (stereo unspecified),-1,0,3,10,-6,3,4,-3,1,-7
C/C(=N\NC(=O)CNC(=O)C(c1ccccc1)c1ccccc1)c1ccc(C)cc1,6,-3,-5,x,-3,0,0,2,1,4
COC1=CC(=O)C(OC)=C(OC)C1=O,-2,-6,-7,8,-3,-2,10,5,3,1
CCn1c(-c2ccc(-c3ccccc3)cc2)c[nH]c1=S,-11,1,-1,-11,-8,5,-2,1,9,8
NC(=O)c1nnn(-c2nonc2N)c1-c1ccc([N+](=O)[O-])cc1,8,1,0,1,-3,1,3,-2,-3,2
CCOC(=O)C1C(=O)CC(C)(O)C(C(=O)OCC)C1c1ccc(OCC)cc1 (stereo unspecified),-4,-3,2,0,-1,-4,3,-3,1,-5
CN(CC(=O)Nc1ccc(N2CCOCC2)cc1)C(=O)CCNC(=O)c1ccc(Br)cc1,-7,0,-2,1,-3,-5,1,2,-3,1
CCC1=C(OC(=O)N(CC)CC)N2C(=O)OC(=NCCc3c[nH]c4ccccc34)[C@]2(C)[C@H]2C1=CC[C@H]1C(=O)NC(=O)[C@H]12,-8,5,0,-8,-2,-11,-1,-3,2,3
O=[n+]1cc(-c2ccc(F)cc2)n([O-])c2c1CCC2,0,4,2,-1,-4,4,1,1,0,-1
Cc1ccc(SCc2cc(=O)n3[nH]cnc3n2)cc1,-6,2,0,1,0,-9,2,-1,1,0
CCN1CCN(c2ccc(NC(=O)c3ccc4c(c3)OCO4)cc2)CC1,-4,3,-2,-2,-5,4,6,-1,-1,-5
CC(C)Oc1ccc(CN2CCC2(C)C(=O)Nc2ccc3c(c2)OCO3)cc1 (stereo unspecified),-1,1,2,x,1,-14,-5,-5,-3,1
CCn1c(=O)n(CC)c2cc(N3CCCC3)c(NC(=O)c3ccccc3F)cc21,2,3,2,-2,2,5,6,-1,4,-7
CSCCC(NC(C)=O)C(=O)OCC(=O)N(c1ccccc1)c1ccccc1 (stereo unspecified),-8,3,3,-1,-1,-2,4,2,1,1
CCN(C(C)=O)c1nnc(CSc2nc3ccccc3s2)s1,-8,5,2,-3,2,-10,0,7,5,0
COc1ccc(CC(=O)Nc2nn(C)c3nc4c(C)cccc4cc23)cc1,-1,-4,3,x,-5,4,14,-4,-2,1
CCc1ccc(C(=O)OCC(=O)Nc2cccc(S(=O)(=O)NC3=NCCCCC3)c2)cc1,4,-2,3,-10,4,6,-4,-2,-3,3
CN1CCC2(CC1)NC(=O)NC2=O,1,3,-1,7,10,4,0,3,0,-3
O=C1/C(=C/c2ccco2)Cc2ccccc21,5,-11,-5,5,1,7,-1,0,4,5
COc1ccc(NC(=O)CNS(=O)(=O)c2ccc(Cl)cc2)cc1,-5,1,2,-4,-1,4,2,3,-2,-5
CC(=O)N1N=C(c2ccc(C)cc2)CC1c1ccco1 (stereo unspecified),5,0,1,7,-6,-8,-8,-5,3,2
CCOC(=O)CC1COc2ccccc2N1C(=O)c1cccc([N+](=O)[O-])c1 (stereo unspecified),-9,40*,3,-4,-5,-1,-7,-2,4,1
O=C(CCC(=O)N1CCOc2ccc(Cl)cc21)NCCCN1CCC(Cc2ccccc2)CC1,4,-1,-6,2,-16,4,5,-26,-2,7
COc1ccc(C(=O)NCC(=O)NCC2COc3ccccc3O2)cc1 (stereo unspecified),2,-1,1,-4,1,6,-2,2,1,-3
CC1CC(C)(C)CC2(C1)NC(=O)N(CC(=O)Nc1cc([N+](=O)[O-])ccc1F)C2=O (stereo unspecified),4,0,-6,2,-2,3,-3,-2,2,6
O=C(COC(=O)CN1C(=O)C2CCCCC2C1=O)NNC(=O)c1ccc(Cl)cc1 (stereo unspecified),6,-2,1,2,-1,1,-6,1,3,0
Cc1ccc(C)c(S(=O)(=O)N2CCN(C(=O)c3sccc3C)CC2)c1,-4,0,0,-10,5,0,-1,-1,1,-8
CC(=NCCN1CCN(C(C)=C2C(=O)c3ccccc3C2=O)CC1)C1=C(O)CC(C)(C)CC1=O,-8,0,-1,2,2,4,13,-6,0,-1
CC(C)CNS(=O)(=O)c1ccc(CCC(=O)N2CCC(C(N)=O)CC2)cc1,6,-1,-7,-2,0,1,8,0,-4,-2
O=C(N/N=C\c1ccc(Cl)s1)C1COc2ccccc2O1 (stereo unspecified),-3,2,1,4,10,0,-1,-2,5,-3
FC(F)(F)c1ccc(Cl)c(CN2CCN(c3ncc(Cc4ccccc4)cn3)CC2)c1,-10,1,-6,x,0,-10,-13,5,-3,5
CCOC(=O)c1c(C)[nH]c(C(=O)COC(=O)c2cnc(C)cn2)c1C,3,0,1,-8,2,2,0,5,-1,-4
COc1cccc(NC2=C(Cl)C(=O)OC2OC(=O)c2ccco2)c1 (stereo unspecified),0,-2,-1,-2,7,7,6,10,0,0
CCC1([N+](=O)[O-])COC(c2ccc(OC)cc2)OC1 (stereo unspecified),-2,0,-2,-5,0,6,-2,2,-1,3
COCCNC(=O)Cn1c(=O)n(Cc2ccc(C(=O)NCc3ccco3)cc2)c(=O)c2ccccc21,-1,4,-2,-1,2,2,1,3,2,-2
Cc1csc(NC(=O)COc2ccc3c(c2)CCC3)n1,5,-1,-4,-7,-4,4,-1,4,-5,3
Cc1cc(C(=O)C(C)OC(=O)c2cnccn2)c(C)n1-c1ccccc1 (stereo unspecified),6,2,-3,0,0,6,12,4,-3,-7
CCOc1ccccc1OCC(=O)Nc1ccc(OC)c(S(=O)(=O)N2CCCCC2)c1,-16,0,-5,-15,6,-11,-6,1,8,-4
CCCNC(=O)c1ccc(Cn2cc(-c3ccc(OC)cc3)nc2C(C)N)cc1 (stereo unspecified),-4,2,3,1,-2,2,4,-1,1,-2
Cc1nc2ccccc2n1CC(=O)NCCN1CCCC1,-3,1,-4,-5,4,-3,-1,0,-2,2
O=C(CN1CCN(Cc2ccc(F)cc2)CC1)Nc1nc2ccccc2s1,-5,1,6,-26,-10,5,-1,7,5,-2
COc1ccc(NC(=O)CSc2nc3c(c(=O)n2-c2ccc(C)cc2)SCC3)c(OC)c1,6,-1,0,-1,3,3,9,1,1,0
CC1CN(C(=O)CN2C(=O)NC(C)(c3ccccc3)C2=O)CC(C)O1 (stereo unspecified),2,-3,-3,-5,0,-2,0,5,-2,0

# Reprinted from the part before: two entries; new compounds follow.
SMILES,TCR CD3 inh,UHRF1 MBD2 ctr,MBD2 inh,HTRA1 inhibitor,GC-B act,ABHD4 inh,SIAE primary,GC-A act,PRMT1 FP inh,rCAG RNA binder
COc1ccc(NC(=O)CSc2nc3c(c(=O)n2-c2ccc(C)cc2)SCC3)c(OC)c1,6,-1,0,-1,3,3,9,1,1,0
CC1CN(C(=O)CN2C(=O)NC(C)(c3ccccc3)C2=O)CC(C)O1 (stereo unspecified),2,-3,-3,-5,0,-2,0,5,-2,0
CCC(C)(C)n1nnnc1C(c1cccc(C#N)c1)N1CCN(c2cc(C)ccc2C)CC1 (stereo unspecified),3,0,2,-4,3,4,-3,-1,-3,1
CCCCCCNC(=O)c1c(O)c2cccc3c2n(c1=O)CCC3,2,3,3,2,-8,-4,2,5,0,2
COCCn1c(SCC(=O)Nc2cccc(C)c2)nnc1C(C)C,4,0,1,0,4,5,-1,4,0,-6
O=C(CNC(=O)c1ccc(Br)cc1)NCC(=O)OCC(=O)c1ccc([N+](=O)[O-])cc1,-1,-2,-2,7,-6,6,8,5,23*,-1
C[C@@H]1CCCN1c1cccc2c1S(=O)(=O)N1CC[C@@H](C1)O2,x,4,-5,x,8,11,7,0,7,3
COc1ccccc1-c1nc2c(c(SCC(=O)N3CCCCC3)n1)Cc1c(CO)cnc(C)c1O2,-12,0,-2,-10,-1,5,-5,-6,6,12
O=C(NCC(=O)N(c1cccnc1)C(C(=O)NC1CCCCC1)c1ccccc1)c1ccco1 (stereo unspecified),2,2,-3,0,-2,-2,-1,-2,-7,-4
C/C(Cc1ccccc1)=N/NC(=O)CCCC(=O)N/N=C(/C)Cc1ccccc1,-4,-4,-4,3,-3,-1,10,0,-1,5
COc1ccc(CNC(=O)COC(=O)C2CCN(S(=O)(=O)c3ccccc3C(F)(F)F)CC2)cc1,8,2,-5,-1,0,-4,-2,-7,2,-4

# Among those listed so far, 7 have fluorine:
SMILES,TCR CD3 inh,UHRF1 MBD2 ctr,MBD2 inh,HTRA1 inhibitor,GC-B act,ABHD4 inh,SIAE primary,GC-A act,PRMT1 FP inh,rCAG RNA binder
CCc1ccc(NC(=O)c2cc(-c3ccc(F)cc3)on2)cc1,3,-2,2,-2,2,-4,2,6,-3,0
O=[n+]1cc(-c2ccc(F)cc2)n([O-])c2c1CCC2,0,4,2,-1,-4,4,1,1,0,-1
CCn1c(=O)n(CC)c2cc(N3CCCC3)c(NC(=O)c3ccccc3F)cc21,2,3,2,-2,2,5,6,-1,4,-7
CC1CC(C)(C)CC2(C1)NC(=O)N(CC(=O)Nc1cc([N+](=O)[O-])ccc1F)C2=O (stereo unspecified),4,0,-6,2,-2,3,-3,-2,2,6
FC(F)(F)c1ccc(Cl)c(CN2CCN(c3ncc(Cc4ccccc4)cn3)CC2)c1,-10,1,-6,x,0,-10,-13,5,-3,5
O=C(CN1CCN(Cc2ccc(F)cc2)CC1)Nc1nc2ccccc2s1,-5,1,6,-26,-10,5,-1,7,5,-2
COc1ccc(CNC(=O)COC(=O)C2CCN(S(=O)(=O)c3ccccc3C(F)(F)F)CC2)cc1,8,2,-5,-1,0,-4,-2,-7,2,-4
